Tb PGK inh: blocks T. brucei phosphoglycerate kinase | P07378 | AID 602233 | Potency, µM (titrated, usually from 57.5 µM), for the others: at the top dose activity change, negative = inhibition, hits mostly inhibitors | actives 0.043% (n = 380,000) | PGK/GAPDH coupled, Kinase-Glo luminescence, 60 min; further: potency means the concentration at half of the fitted maximal effect; on the % scale 0 is the no-effect control and ±100 the full control effect; nearly all actives have a fitted effect of over 60% in size
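Luminescent ATP detection (Kinase-Glo Plus) follows a 60-minute room-temperature incubation, with wells lacking PGK as controls. Buffer: 100 mM TEA (pH 7.6), 5 mM MgCl2, 0.01% Tween-20. Coupling enzyme GAPDH (100 nM final) supplies unstable 1,3-BPG in-well.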
PI4K2A block: inhibitors of human PI4K2A | Q9BTU6 | purified PI4K2A, ADP-Glo luminescence, 1 h; active compounds read low | activity change, negative = inhibition, % at 76.9 µM | actives 0.13% (n = 420,000); in the data active means activity change below about -50%; inconclusive means mostly about -30% to -49%;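 further: -100% = wells without enzyme as full effect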
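In this quantitative HTS, ADP production by PI4K2A was quantified luminescently after 1 h at ambient temperature; 100 microM adenosine served as plate-quality control.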
Pin1 inh: blocks the human prolyl isomerase Pin1; actives 0.009% (n = 390,000); Potency, µM (top dose mostly 115 µM), for inactives: at the top dose activity, negative = inhibition, usual class: inhibitors; Pin1 FP peptide displacement, HiFluor488, 10 min; active means well fitted inhibition curve with a large enough effect in the polarisation, with a control signal flat, not every such curve was filed as active; inconclusive means small, poorly fitted or top-dose-only effect, or effect the other way, or a change in a side signal; inactive means no such curve, though single readings can be large or run the other way; the % refers to the polarisation; further: potency means the concentration at half of the fitted maximal effect; on the % scale 0 is the no-effect control and ±100 the full control effect
mIDH1 inhibitor: inhibitors of human mutant IDH1 R132H; O75874; IDH1-R132H enzyme, NADPH consumption, diaphorase/resazurin fluorescence; Potency, µM (series often up to 76.6 µM), for inactives: at the highest dose activity change, negative = inhibition, hits mostly inhibitors; actives 0.093% (n = 390,000); AID 602179; further: potency means the concentration at half of the fitted maximal effect; on the % scale 0 is the no-effect control and ±100 the full control effect; nearly all actives have a fitted effect of over 65% in size
Target sequence (O75874 whole entry R132H, stated change not applied): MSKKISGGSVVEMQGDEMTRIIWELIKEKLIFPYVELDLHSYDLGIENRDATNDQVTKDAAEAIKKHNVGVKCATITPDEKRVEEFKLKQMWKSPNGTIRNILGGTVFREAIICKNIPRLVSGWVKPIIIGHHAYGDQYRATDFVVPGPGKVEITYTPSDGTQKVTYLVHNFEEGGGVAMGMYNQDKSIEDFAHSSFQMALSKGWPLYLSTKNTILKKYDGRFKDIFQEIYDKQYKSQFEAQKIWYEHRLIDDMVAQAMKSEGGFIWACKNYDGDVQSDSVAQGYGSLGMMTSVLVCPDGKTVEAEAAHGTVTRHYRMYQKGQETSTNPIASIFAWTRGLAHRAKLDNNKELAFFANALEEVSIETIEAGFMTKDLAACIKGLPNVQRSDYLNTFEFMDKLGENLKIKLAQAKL
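IDH1-R132H (0.5 ug/mL) preincubated 30 min with compound, then NADPH (0.016 mM) and alpha-KG (2 mM) added; 80 min at RT, pH 7.5. Remaining NADPH coupled via diaphorase/resazurin to fluorescence (540/590 nm); concentration-response curves normalized to no-enzyme control.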
rTrxR1 inhibitor: rat TrxR1 inhibition. recombinant rTrxR1, NADPH fluorescence consumption, selenite substrate. Potency, µM (series often up to 114 µM), inactives show top-dose activity change, negative = inhibition, most hits filed as inhibitors. actives 1% (n = 390,000); further: potency means the concentration at half of the fitted maximal effect; on the % scale 0 is the no-effect control and ±100 the full control effect; nearly all actives have a fitted effect of over 65% in size
Target sequence (O89049 whole entry, looked up): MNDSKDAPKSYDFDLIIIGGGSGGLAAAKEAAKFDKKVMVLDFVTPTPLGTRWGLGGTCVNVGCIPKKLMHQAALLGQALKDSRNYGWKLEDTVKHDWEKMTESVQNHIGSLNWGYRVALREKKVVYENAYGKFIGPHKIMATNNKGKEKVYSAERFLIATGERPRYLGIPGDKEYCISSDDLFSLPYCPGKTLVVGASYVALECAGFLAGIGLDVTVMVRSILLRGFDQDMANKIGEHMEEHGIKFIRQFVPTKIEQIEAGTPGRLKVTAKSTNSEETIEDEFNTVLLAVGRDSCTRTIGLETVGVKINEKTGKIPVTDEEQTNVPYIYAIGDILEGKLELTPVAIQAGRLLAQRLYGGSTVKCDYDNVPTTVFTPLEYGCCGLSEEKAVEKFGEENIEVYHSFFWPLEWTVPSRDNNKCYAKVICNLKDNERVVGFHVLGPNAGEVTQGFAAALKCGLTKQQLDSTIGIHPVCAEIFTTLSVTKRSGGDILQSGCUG
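Rat TrxR1 (90 nM in the dispensed reagent) was pre-reduced with 400 uM NADPH for 5 min at room temperature, then incubated with compound for 15 min. After 400 uM selenite was added, NADPH fluorescence (Ex 340/Em 450 nm) was followed for 8 min.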
HP1b chromo inh: inhibitors of HP1-beta chromodomain binding to methylated histone tails. P83916. AlphaScreen HP1-beta / biotin-H3K9me3 peptide binding. Potency, µM (titrated, usually from 114 µM), inactives show at the top dose activity change, negative = inhibition, most hits filed as inhibitors. actives 0.56% (n = 390,000); further: potency means the concentration at half of the fitted maximal effect; nearly all actives have a fitted effect of over 70% in size; inactives centre near 23
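HP1-beta protein (50 nM final) preincubated 30 min at room temperature with biotinylated H3(1-18)K9me3 peptide (50 nM) in PBS pH 7.4, 0.01% Tween-20, then compound added for 30 min. AlphaScreen streptavidin donor/nickel chelate acceptor beads (10 ug/mL final), 30 min dark, luminescence read.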
TrxR1 substrate: substrates of rat thioredoxin reductase 1; O89049; purified TrxR1 substrate turnover, NADPH consumption readout; Potency, µM (highest dose often 114 µM), for inactives: at the top dose activity change, negative = substrate turnover; actives 0.01% (n = 390,000); AID 588456; further: potency means the concentration at half of the fitted maximal effect; on the % scale 0 is the no-effect control and ±100 the full control effect; nearly all actives have a fitted effect of over 50% in size
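Rat TrxR1, dispensed at 90 nM, was prereduced with 400 uM NADPH (final) for 5 min at ~22 deg C, then incubated with compound 15 min before 400 uM selenite. A first-read NADPH fluorescence drop versus no-compound background flagged substrates.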
GLS inhibitor: inhibitors of human glutaminase (GLS); actives 0.21% (n = 410,000); Potency, µM (highest dose often 45.5 µM), inactives show top-dose activity change, negative = inhibition, most hits filed as inhibitors; GLS enzymatic activity, qHTS titration; O94925; further: potency means the concentration at half of the fitted maximal effect; on the % scale 0 is the no-effect control and ±100 the full control effect
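Assay buffer: 45 mM KH2PO4 pH 8.2, 0.02% Tween-20. hKGA acts on L-glutamine (1 mM solution added); product glutamate is reported by an oxidase/peroxidase Amplex Red coupling, with fluorescence taken at baseline and 30 min.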
USP1 inh: inhibitors of human USP1/UAF1 deubiquitinase. recombinant USP1/UAF1, Ub-Rhodamine cleavage fluorescence. Potency, µM (doses to about 57.1 µM), without a hit: top-dose activity change, negative = inhibition, usual class: inhibitors. actives 0.23% (n = 390,000). O94782; further: potency means the concentration at half of the fitted maximal effect; on the % scale 0 is the no-effect control and ±100 the full control effect; nearly all actives have a fitted effect of over 60% in size; inactives centre near -12
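Step one: compound is pinned into 1nM USP1/UAF1 in HEPES pH 7.8 buffer with TCEP. Step two: 15 min room-temperature incubation. Step three: Ub-Rho (150nM final) starts cleavage, tracked by fluorescence over six one-minute reads.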
* marks the source's active call; other numbers are inactive results; i = inactive; ? = inconclusive; . = no result given; [ ] = another dose, or the depositor's remark. Unless noted, the call rests on the fitted dose curve; in most records, active means well fitted curve in the direction sought with a large enough effect; inconclusive means small, poorly fitted or top-dose-only effect, or another doubt; inactive means no such curve, though single readings can be large; an effect the other way counts as inactive or inconclusive. Not all compounds are listed; rates above refer to the full screens.

Order of values: Tb PGK inh	PI4K2A block	Pin1 inh	mIDH1 inhibitor	rTrxR1 inhibitor	HP1b chromo inh	TrxR1 substrate	GLS inhibitor	USP1 inh
> O=C(N/C(=C/c1ccco1)C(=O)N1CCOCC1)c1ccc([N+](=O)[O-])cc1
→ -9%	2	22%	0%	7%	27%	-8%	14%	-15%
> COC(=O)CCN(Cc1ccccc1)S(=O)(=O)c1ccccc1Br
→ -4%	1	-3%	7%	13%	148%[activator]	-3%	-7%	-32%
> O=C(COc1coc(CN2CCN(c3ccccc3)CC2)cc1=O)NC1CCCCC1
→ -9%	7	-10%	-3%	11%	28%	0%	19%	4%
> Cc1ccccc1Oc1cc(NC(=O)CCCn2nc(C)c([N+](=O)[O-])c2C)cc([N+](=O)[O-])c1
→ -2%	2	73%[activator]	0%	-5%	-13%	-16%	11%	-5%
> O=[N+]([O-])c1ccc(C[n+]2cccc3ccc4cccnc4c32)cc1
→ 1%	3	-5%	1%	13%[57.1 µM]	-16%	11%[57.1 µM]	?	-18%
> Cc1ccc(CNC(=O)C(=O)NCC(c2cccnc2)N2CCN(c3ccc(F)cc3)CC2)cc1 (configuration not stated)
→ -1%	-4	8%	-11%	-3%	32%	-2%	16%	-16%
> CCCOC(=O)CSC1=C(C#N)C(c2ccccc2OC)C(C#N)C(=O)N1 (configuration not stated)
→ i	-8	5%	?	-20%	25%	-7%	15%	-13%
> COc1ccccc1NC(=O)c1ccc(NC(=O)COC(=O)C2CCCO2)cc1 (configuration not stated)
→ i	0	-5%	1%	18%	21%	-2%	3%	-7%
> CCCN1CNC(=S)N(CC2CCCO2)C1 (configuration not stated)
→ -9%	-9	-3%	5%	5%[57.1 µM]	10%	10%[57.1 µM]	6%	-1%
> O=C(Nc1c(-c2ccccc2)nc2ccccn12)c1ccco1
→ 0%	-1	2%	0%	2%	51%[activator]	-4%	43%[activator]	-11%
> COc1cccc(-c2noc(CCC(=O)Nc3cccnc3)n2)c1
→ -1%	6	-5%	1%	13%[57.1 µM]	34%	11%[57.1 µM]	1%	-17%
> O=C(NCc1ccccc1)N1CCC(Cc2ccccc2)CC1
→ -5%	6	1%	6%	8%[57.1 µM]	36%	2%	1%	-11%
> CCOC(=O)CCCSc1nc2sc3c(c2c(=O)[nH]1)CCC3
→ 2%	4	0%	0%	-8%	18%	-6%	.	-11%
> COc1ccc(NCc2nnc(SCC(=O)NCc3ccccc3)n2-c2ccccc2OC)cc1
→ 5%	-2	-10%	1%	12%	0%	4%	-14%	-22%
> Cc1nc(N2CCN(C(=O)c3ccco3)CC2)c(C#N)c2c1CCCC2
→ -2%	7	2%	16%	12%	14%	22%	-2%	-24%
> Cc1ccc(NS(=O)(=O)c2cc(C(=O)NCc3ccccn3)ccc2Cl)cc1
→ -11%	-3	-6%	0%	21%	5%	6%	26%	-3%
> Cc1cc(NC(=O)c2ccc3c(c2)C(=O)N(C2CCCCC2)C3=O)no1
→ -4%	8	-10%	10%	10%	21%	-1%	-13%	-14%
> COc1cc(-c2noc(C)c2C(=O)NCc2ccc3c(c2)OCO3)cc(OC)c1OC
→ -8%	-3	-1%	7%	6%	39%	8%	-2%	-23%
> CC(C)(C)NC(=O)COC(=O)Cc1ccc(Cl)cc1
→ -1%	-1	2%	4%	8%	16%	-1%	5%	-4%
> Cc1ccccc1CN1CCN(CC(=O)NCCCN2CCN(c3ccc(F)cc3)CC2)C1=O
→ -5%	8	4%	2%	-7%	-11%	-10%	31%[activator]	6%
> Cc1ccc(C(=O)COC(=O)CCC(=O)Nc2ccc(Oc3cc(C)ccc3C(C)C)cc2)cc1
→ 8%	0	?	0%	13%	19%	-5%	3%	-26%
> COc1cc(Nc2cccc[n+]2C)cc(OC)c1OC
→ i	0	0%	6%	5%	13%	-2%	2%	-18%
> CCCCCCOC(=O)C(C#N)c1nc2ccccc2nc1N1CCOCC1 (configuration not stated)
→ -1%	-1	-14%	4%	16%	32%	1%	5%	?
> C=CCOc1ccccc1/C=c1\sc2nc(-c3oc4ccccc4c3C)nn2c1=O
→ 5%	78	?	-2%	?	30%	8%	2%	-18%
> CCCN1CCC(N(C)CCc2ccc(OC)c(OC)c2)CC1
→ -2%	-2	-1%	4%	16%	20%	12%	-17%	-9%
> Cc1ccc(OCCOC(=O)C2CCN(S(=O)(=O)c3ccc(C)c(C)c3)CC2)cc1
→ -1%	-3	17%	10%	4%	56%[activator]	-9%	-12%	-20%
> CCOc1ccc(N(C(=O)Cn2nnc3ccccc32)C(C(=O)NCc2ccccc2)c2ccc(OC)cc2)cc1 (configuration not stated)
→ 1%	0	3%	-3%	28%	42%[activator]	18%	6%	-19%
> COCCN1C=C2C(=O)C(C)(OC(=O)CCc3ccccc3)C(=O)C=C2C=C1c1ccc(C#N)cc1 (configuration not stated)
→ 1%	-1	?	7%	-7%[57.1 µM]	4%	-1%[57.1 µM]	2%	-35%
> CCN(CC)CCNc1nc(-n2nc(C)cc2C)nc2sc3c(c12)CC(C)(C)OC3
→ i	-3	-1%	0%	-5%[57.1 µM]	21%	8%[57.1 µM]	1%	0%
> COc1ccc(Cc2nn3c(-c4ccccc4Br)nnc3s2)cc1
→ 0%	-1	2%	-4%	-1%	19%	5%	7%	-20%

Order of values: Tb PGK inh	PI4K2A block	Pin1 inh	mIDH1 inhibitor	rTrxR1 inhibitor	HP1b chromo inh	TrxR1 substrate	GLS inhibitor	USP1 inh
> O=C(O)c1ccc2c(c1)ncn2C1CCCC1
→ i	-2	8%	-1%	14%	44%[activator]	-2%	-1%	-9%
> COc1ccc(C(=O)NCC(c2cccnc2)N2CCN(c3ccccc3)CC2)cc1OC (configuration not stated)
→ -9%	-5	2%	3%	39%[activator][57.1 µM]	9%	-2%[57.1 µM]	-8%	-4%
> CN(C)CCNC(=O)c1ccc2nc(CCc3ccccc3)oc2c1
→ 3%	-5	-3%	-6%	27%[57.1 µM]	4%[57 µM]	8%[57.1 µM]	5%	-8%
> CNc1nc(N/N=C/c2cc3c(cc2[N+](=O)[O-])OCO3)nc(Nc2ccccc2)n1
→ -12%	-4	43%[activator]	4%	-26%	-4%	-2%	-1%	-20%
> COc1ccc(-c2n[nH]c(C)c2-c2ccc(Cl)cc2)c(O)c1
→ -1%	25	2%	18%	-3%	15%	-8%	-12%	-17%
> CCNc1nc(NC(C)C)nc(OCCOC(=O)c2ccccc2)n1
→ -1%	-3	2%	-2%	12%	23%	-4%	1%	3%
> COc1ccc2c(Cn3cnc4cc([N+](=O)[O-])ccc4c3=O)cc(=O)oc2c1
→ -6%	-5	?	3%	-3%	12%	-11%	4%	-11%
> CC1CCC(NC(=O)c2cccn2C)CC1 (configuration not stated)
→ i	-9	10%	8%	-8%	4%	-8%	-2%	-19%
> CN(NC(=O)Nc1ccc(Cl)cc1)c1c(Cl)c(Cl)nn1C
→ -2%	-1	-3%	8%	-3%	37%	-8%	9%	-6%
> Cc1c([N+](=O)[O-])c([N+](=O)[O-])nn1CC(=O)N1CCOCC1
→ -4%	1	-2%	-1%	1%	33%	-5%	15%	-3%
> Cc1cc2c(c(=O)n1CCN(C)C)C(c1ccc(Br)cc1)C(C#N)=C(N)O2 (configuration not stated)
→ 7%	-7	-7%	0%	12%	15%	10%	21%	-12%
> CC[C@]12c3[nH]c4ccc(Cl)cc4c3CCN1C(=O)[C@@H](CC(=O)NCC13CC4CC(CC(C4)C1)C3)C[C@@H]2C(=O)N1CCN(C(=O)C2CC2)CC1
→ -1%	4	5%	-18%	22%	7%	-9%	-3%	-20%
> COC(=O)c1cc2ccsc2n1CC(=O)Nc1ccc(N(C)C)cc1
→ -8%	1	0%	-1%	20%	9%	10%	35%[activator]	?
> COC(=O)c1ccc(CNC(=O)COC(=O)Cc2ccsc2)cc1
→ 0%	-5	1%	-3%	9%	23%	-5%	4%	-4%
> COc1ccc(C(=O)NCc2cccs2)cc1S(=O)(=O)N1CCOCC1
→ i	4	-7%	3%	9%[57.1 µM]	22%	-5%	0%	-7%
> Cc1ccc(C(=O)NC(=S)Nc2ccc3c(c2)OCCO3)c(C)c1
→ i	1	1%	7%	?	14%	-10%	-2%	-21%
> COc1ccc(/C=N\Nc2ccccc2[N+](=O)[O-])c(C(=O)O)c1OC
→ -8%	-1	3%	0%	2%	1%	-17%	14%	-21%
> COc1ccc(NC(=O)COC(=O)/C=C/c2ccccc2[N+](=O)[O-])cc1
→ i	0	-1%	5%	3%	7%	-3%	1%	-6%
> Cc1cccc(SCC(=O)Nc2ccc3c(c2)OCCO3)c1
→ 0%	-1	-5%	-5%	25%	38%[activator]	0%	-4%	-26%
